Screens from PubChem.
Abeta yeast res – A-beta toxicity reversal in yeast; yeast expressing A-beta42, growth rescue, OD600, 48 h; response scale: 0% DMSO, 100% iron-clioquinol control; Potency, µM (top dose mostly 46.1 µM), for inactives: at the top dose growth rescue, most hits filed as activators; 410,000 compounds, 0.063% hits; also: potency is read from the fitted curve at half-maximal effect; nearly all actives have a fitted effect of over 55% in size
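Growth rescue measured by 600 nm absorbance after 48 h yeast culture at 30 C with compound. Values normalized between DMSO and an equimolar ferric chloride plus clioquinol control.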
GLP1R cytotox – cytotoxic in the GLP-1 receptor inverse agonist counter-screen; HEK293 cAMP-luciferase reporter cells, luminescence, 24 h; Potency, µM (top dose mostly 38.3 µM), for inactives: at the top dose activity change, negative = inhibition, usual class: inhibitors; AID 624418; 410,000 compounds, 0.13% hits;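 also: loss of luciferase light is scored as toxicity; potency is read from the fitted curve at half-maximal effect; % is scaled to controls: 0 for no effect and ±100 for the full control effect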
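Cells in DMEM/10% Nu serum/1% pen-strep, 1536-well format. Pre-incubated 12 h, dosed with 23 nL compound, incubated a further 24 h. Luciferase detection, 12 min at room temp, luminescence.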
GLP1R inv ag – inverse agonists of human GLP-1 receptor; 410,000 compounds, 1.6% hits; P43220; HEK293 GLP-1R CRE-luciferase, luminescence, 24 h; GLP-1R form is constitutively active; Potency, µM (doses to about 38.3 µM), for inactives: at the highest dose activity change, negative = inhibition, hits mostly inhibitors; also: potency is read from the fitted curve at half-maximal effect; % is scaled to controls: 0 for no effect and ±100 for the full control effect; nearly all actives have a fitted effect of over 55% in size
Target sequence (P43220 whole entry, looked up): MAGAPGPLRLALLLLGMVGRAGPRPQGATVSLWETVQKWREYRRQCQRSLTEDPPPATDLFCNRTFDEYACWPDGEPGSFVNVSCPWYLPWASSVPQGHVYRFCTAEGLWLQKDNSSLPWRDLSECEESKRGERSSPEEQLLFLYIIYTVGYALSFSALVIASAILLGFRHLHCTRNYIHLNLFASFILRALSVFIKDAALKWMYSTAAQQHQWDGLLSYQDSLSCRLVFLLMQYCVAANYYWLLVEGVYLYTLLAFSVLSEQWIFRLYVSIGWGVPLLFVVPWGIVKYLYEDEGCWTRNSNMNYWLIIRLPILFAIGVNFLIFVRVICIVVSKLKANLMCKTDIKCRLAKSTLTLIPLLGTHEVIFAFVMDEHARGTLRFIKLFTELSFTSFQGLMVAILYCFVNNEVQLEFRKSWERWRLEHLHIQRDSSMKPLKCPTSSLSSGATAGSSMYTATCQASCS
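Cells are plated, allowed 12 hours at 37 deg C, then treated with compounds for 24 hr before luciferase detection reagent is added and luminescence is read after 12 min at room temperature. The HEK293 line carries constitutively active GLP-1R with a cAMP-responsive reporter.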
MmCpn inh – inhibitors of Methanococcus maripaludis chaperonin (MmCpn); AID 504842; 330,000 compounds, 0.031% hits; purified Mm-Cpn ATPase, ADP Transcreener TR-FRET; Potency, µM (titrated, usually from 76.9 µM), inactives show at the top dose activity, negative = inhibition, usual class: inhibitors; also: potency is read from the fitted curve at half-maximal effect; % is scaled to controls: 0 for no effect and ±100 for the full control effect; nearly all actives have a fitted effect of over 80% in size
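25 nM Mm-CPN + cpd, 10 min 37°C; + 10 uM ATP, 30 min 37°C; buffer 30 mM Tris pH 7.4, 100 mM KCl, 5 mM MgCl2, 1 mM DTT; Transcreener ADP HTRF detection 30 min RT.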
aSyn yeast inh – alpha-synuclein toxicity inhibition in yeast; Yeast expressing alpha-synuclein, growth rescue, BacTiter-Glo, 24 h; Potency, µM (highest dose often 46.1 µM), without a hit: at the top dose growth rescue (activation), most hits filed as activators; 370,000 compounds, 0.14% hits; also: potency is read from the fitted curve at half-maximal effect; % of control where 0% means no effect; nearly all actives have a fitted effect of over 65% in size
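Screening used galactose-induced yeast with toxic alpha-synuclein levels, exposed to compound for 24 hr at 30 deg C. Cell growth, read with BacTiter-Glo luminescence, gave the measured signal.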
FUS yeast rescue – rescues growth of FUS-expressing yeast. 390,000 compounds, 0.24% hits. AID 1347120. Potency, µM (highest dose often 76.6 µM), for inactives: at the highest dose growth rescue (activation), most hits filed as activators. S. cerevisiae FUS-expressing, growth rescue, OD600, 24 h;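 also: potency is read from the fitted curve at half-maximal effect; plate controls were DMSO vehicle for no effect and reference control for full effect; nearly all actives have a fitted effect of over 55% in size; some results filed as inactive show a strong effect at the top dose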
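Restored growth of FUS-toxic S. cerevisiae, read as 600 nm absorbance after 24 h at 30C in galactose medium (starting OD 0.005). Controls CP55940 and DMSO.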
pAkt inh – Akt phosphorylation inhibition | Neuro2A IGF-stimulated pAkt S473 HTRF, 20 min; hits give low values | activity change, % for hits at 50 µM | 360,000 compounds, 0.32% hits | AID 651550; in the data active = activity change below about -80%; inconclusive = mostly about -51% to -80%; also: % is scaled to controls: 0 for no effect and ±100 for the full control effect
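Single-point screen (50 µM final compound) in Neuro2A cells stimulated 20 min with 6 nM IGF at 37 deg C. After lysis, Ser473-phosphorylated Akt read by HTRF (ex 330 nm, em 615/665 nm) as the 665/615 ratio.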
TDP43 rescue – inhibitors of TDP-43 toxicity in yeast; 410,000 compounds, 1.8% hits; Potency, µM (highest dose often 46.1 µM), for the others: at the top dose growth rescue (activation), actives largely listed as activators; AID 652104; TDP-43 expressing yeast growth rescue, BacTiter-Glo, 24 h; also: potency is read from the fitted curve at half-maximal effect; % of control where 0% means no effect; nearly all actives have a fitted effect of over 50% in size
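Cell-based yeast growth screen: TDP-43 expression induced in galactose, inoculum OD600=0.02 after raffinose pregrowth to mid-log. Read-out BacTiter-Glo luminescence at 24 hr, 30 deg C; inhibition of toxicity seen as signal increase.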
PTHR1 ag – PTHR1 (human) receptor agonism; HEK293 GP2 PTHR1 cells, GloSensor cAMP luminescence, 1 h; Potency, µM (top dose mostly 115 µM), without a hit: at the top dose activation, usual class: activators; 410,000 compounds, 0.075% hits; also: potency is read from the fitted curve at half-maximal effect; nearly all actives have a fitted effect of over 55% in size; some results filed as inactive show a strong effect at the top dose; inactives centre near -15; many of its hits are not listed in these tables
Target sequence (Q03431 whole entry, looked up): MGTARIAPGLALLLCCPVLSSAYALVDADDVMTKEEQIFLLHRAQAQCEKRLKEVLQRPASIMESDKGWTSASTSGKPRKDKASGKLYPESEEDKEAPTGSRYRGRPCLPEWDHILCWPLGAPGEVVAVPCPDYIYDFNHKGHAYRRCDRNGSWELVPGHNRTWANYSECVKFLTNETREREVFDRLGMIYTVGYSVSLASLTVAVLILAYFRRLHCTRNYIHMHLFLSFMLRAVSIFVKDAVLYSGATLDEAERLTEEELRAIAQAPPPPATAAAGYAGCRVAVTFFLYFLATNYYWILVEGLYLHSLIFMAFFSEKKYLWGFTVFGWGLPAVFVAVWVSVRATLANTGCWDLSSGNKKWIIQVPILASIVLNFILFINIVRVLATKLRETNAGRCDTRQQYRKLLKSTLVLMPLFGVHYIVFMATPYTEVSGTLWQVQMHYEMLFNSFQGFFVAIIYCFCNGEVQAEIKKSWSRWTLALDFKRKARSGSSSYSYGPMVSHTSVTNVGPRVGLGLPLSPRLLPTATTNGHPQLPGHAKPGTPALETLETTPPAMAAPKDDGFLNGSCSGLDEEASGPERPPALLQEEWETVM
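HEK-293-derived GP2 cells expressing PTHR1 and a GloSensor cAMP reporter, 3,000/well, plated overnight, given luciferin plus IBMX (each 0.5 mM as added) for 1 h at 37 °C, then compound for 1 h at 37 °C. Luminescence was read after 15 min at room temperature.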
Active calls of the source: *; i = inactive; ? = inconclusive; · = not tested or not shown; & = joins results of further samples; [ ] = another dose, or the depositor's remark. Unless noted, calls follow the shape of the dose curve; as a rule, active = well fitted curve in the direction sought with a large enough effect; inconclusive = small, poorly fitted or top-dose-only effect, or another doubt; inactive = no such curve, though single readings can be large; an effect the other way counts as inactive or inconclusive. An excerpt; the hit share may differ from the screen's.

SMILES | Abeta yeast res | GLP1R cytotox | GLP1R inv ag | MmCpn inh | aSyn yeast inh | FUS yeast rescue | pAkt inh | TDP43 rescue | PTHR1 ag
CC1(C(=O)NS(=O)(=O)c2cccc(Cl)c2)CCN1C(=O)Cc1ccccc1 (stereo not given) | -6% | 11% | 25% | · | 0% | -25% | i | -1% | -22%
Cc1cnccc1CN(C)Cc1cn(C)nc1-c1ccc(Oc2ccccc2)cc1 | 4% | 1%[7.66 µM] | -10%[7.66 µM] | 4% | 2% | 9% | i | 9%[9.22 µM] | -39%[inhibitor]
O=C(NNS(=O)(=O)c1ccccc1)c1ccc(F)cc1 | 7% | 8% | 6% | 3% | 1% | -6% | i | 2% | -8%
CCn1c(SCC(=O)NCc2ccc(C)cc2)nnc1-c1ccncc1 | 12% | 0% | -7% | 0% | 1% | 13% | i | -10% | -5%[57.5 µM]
COc1cccc(-c2cccc(NC(=O)C3CCN(Cc4ccc(CO)o4)CC3)c2)c1 | 1% | -1% | -11% | -1% | 2% | -5% | i | -5% | i
CC(/C=N/NC(=O)c1cc(-c2ccc(Cl)cc2)nc2ccccc12)=C\c1ccco1 | -2% | -23% | ? | ? | 8% | ? | i | -9% | ?
Cc1ccc(Nc2nc(N)nc(CC#N)n2)cc1 | 2% | 3% | 8% | 1% | 1% | 15% | i | 15% | -5%[57.5 µM]
CCOC(=O)c1c(N2C(=O)CC(Sc3ccccc3C(=O)O)C2=O)sc2c1CCCC2 (stereo not given) | -39%[inhibitor] | -7% | -19% | -1% | 6% | 39% | i | ? | -9%
Cc1cccc(N2CCN(C3(c4ccccc4)C(=O)c4ccccc4C3=O)CC2C)c1 (stereo not given) | -17% | -5% | ? | · | · | ? | · | -3% | i
O=C(NC1(O)C(=O)c2ccccc2C1=O)c1ccc(C(F)(F)F)cc1 | 3% | -11% | 9% | -3% | -5% | -4% | i | 1% | i
COC(=O)CCCC(=O)N1CCCC(CNS(=O)(=O)c2ccc(OC)cc2)C1 (stereo not given) | 15% | -1% | -13% | 0% | -5% | -27% | i | 3% | -23%
Cc1ccc(NC(=O)C2CCCN(S(=O)(=O)c3ccc4[nH]c(=O)ccc4c3)C2)cc1C (stereo not given) | 1%&0% | 2%&-12% | 2%&6% | -3% | 1% | 4%&-16% | i | 0%&10% | -55%[inhibitor]
CC(C)(C)c1ccc(C(=O)OCCNC(=O)c2c(Cl)nc3ccccn23)cc1 | -7% | 7% | 0% | 0% | -13% | ? | i | ? | i
CC1CCc2c(sc3ncn(CC(=O)N=Nc4c(O)[nH]c5ccccc45)c(=O)c23)C1 (stereo not given) | · | -7% | -21% | -3% | -6% | 19% | i | 5% | i
O=C(NN1C(=O)CSC1=S)c1cccnc1 | -1% | -2% | 3% | -2% | 1% | 14% | i | 14% | -11%
COC(=O)[C@]1(Cc2ccccc2)N[C@H](CN(C)C(=O)Nc2ccc(F)cc2)[C@@H]2C(=O)N(Cc3ccccc3)C(=O)[C@@H]21 | 6% | 0% | 3% | 0% | 1% | -16% | i | 12% | i
CS(=O)(=O)c1ccc(NC(=O)C2CCCN(C(=O)c3ccc(Cl)cc3)C2)cc1 (stereo not given) | -6% | 2% | -20% | 1% | ? | -3% | i | 12% | -13%
Cc1ccc(S(=O)(=O)N2[C@@H](c3cccc(Cl)c3)C(C(=O)O)=CC[C@H]2c2cccc(Cl)c2)cc1 | -18% | -2% | 16% | -5% | 2% | -8% | i | 10% | i
COc1ccc(N(Cc2cc(=O)[nH]c3ccccc23)C(=O)C(C)C)cc1 | -2% | -13% | 10% | -3% | 2% | -12% | i | 11% | -15%
Cc1nn(C(=O)c2ccc(Br)cc2)c(C)c1S(=O)(=O)N1CCOCC1 | -5% | -8% | -1% | · | · | -6% | · | -4% | i
O=C(c1ccccc1Cl)N1CCC(N2CCC(C(=O)N3CCCC3)CC2)CC1 | 0% | -3% | 26% | -1% | -4% | 7% | i | -11% | -18%
CCCCCN(C(=O)CCC(=O)OCCOc1cccc(C)c1)c1c(N)n(CCCC)c(=O)[nH]c1=O | -5% | -17% | ? | 0% | -2% | · | i | -3% | -7%
Nc1nc(SCC(=O)c2c(N)n(C3CC3)c(=O)[nH]c2=O)n[nH]1 | 16% | 10% | 17% | 0% | -7% | -5% | i | 22% | i
Nc1cc2c(cc1Br)-c1ccc(F)cc1C2=O | -17% | -7% | 2% | · | 14% | -9% | i | -13% | -11%
CN(C)CCCN(C(=O)c1ccc(C(=O)c2ccccc2)cc1)c1nc2cc3c(cc2s1)OCO3 | 12% | ? | ? | 0% | 3% | 35% | i | 8% | -29%
(continued)
SMILES | Abeta yeast res | GLP1R cytotox | GLP1R inv ag | MmCpn inh | aSyn yeast inh | FUS yeast rescue | pAkt inh | TDP43 rescue | PTHR1 ag
O=C(NCc1ccccc1Cl)c1ccc2c(c1)nnn2C1CCCC1 | -11% | -10% | -4% | · | · | 2% | · | ? | -31%[inhibitor]
COc1ccccc1/C=C/C(=O)OCC(=O)Nc1nnc(-c2ccccc2)o1 | 36% | 7% | 5% | -2% | 0% | 16% | i | ? | -42%
CC(NC(=O)C1CCCN(S(=O)(=O)N2CCOCC2)C1)c1ccccc1 (stereo not given) | 19% | 0% | 1% | -1% | 0% | 16% | i | 12% | 6%
Cc1ccc(Nc2nc(N)c([N+](=O)[O-])c(N3CCCC(C)C3)n2)cc1C (stereo not given) | -77%[inhibitor] | 6% | 24% | -6% | 0% | -1% | i | 24% | -35%[inhibitor]
COc1ccc(OCCn2cc(C(=O)C3CCCCC3)c3ccccc32)cc1 | -13% | -5% | ? | · | · | 18% | · | -3% | -19%
CCC1CCCCN1C(=O)c1c(-c2ccccc2)noc1C (stereo not given) | -17% | -12% | ? | 1% | 8% | -6% | i | 11% | i
CC(NC(=O)COC(=O)c1ccc(Cl)cc1O)c1ccc(F)cc1 (stereo not given) | 15% | 18%[7.66 µM] | 8%[7.66 µM] | -3% | 0% | 16% | i | 11% | -3%
O=C(NN1C(=O)C2C3C=CC(C4CC34)C2C1=O)c1ccc(Cl)c(Cl)c1 (stereo not given) | 8% | -10% | -35% | 0% | -11% | -36% | i | 17% | -36%[inhibitor]
Cc1ccc(-c2c(C)sc(=NC(=O)c3ccco3)n2C)cc1 | -3% | -16% | -19% | -2% | -22% | -12% | i | 18% | -11%
CN1CCN(c2ccccc2NC(=O)c2ccc(F)cc2)CC1 | 0% | 6% | -15% | -2% | -10% | 2% | i | -8% | -21%
CC(=O)N1CCc2c(sc(NC(=O)Cc3ccccc3)c2C#N)C1 | 7% | -15% | 4% | 3% | 5% | -19% | i | 1% | i
CCOC(=O)c1c(-c2ccc(OC)c(OC)c2)csc1NC(=O)c1ccccc1F | -6% | 1% | -3% | · | · | 0% | · | 6% | -7%
S=C(NC1CCCC1)N1CCN(c2ncccn2)CC1 | 0% | -5% | 15% | -4% | 4% | 1% | i | -9% | i
Cc1ccc2c(c1)sc1nc(=O)n(-c3cccc(Cl)c3)c(=O)n12 | 4%&4% | -9%&-6% | 15%&3% | -4% | -3% | -18%&0% | i | 9%&7% | -3%
CCn1c(SCc2cc(=O)[nH]c3ccccc23)nnc1C1CC1 | 4% | 3%[1.53 µM] | 11% | 1% | -3% | -9% | i | 5% | -9%
O=C(C1=C[C@@H](c2ccccc2)C[C@@H](OCc2ccc(CO)cc2)O1)N1CCN(Cc2ccc3c(c2)OCO3)CC1 | 1% | -5% | -9% | · | -1% | 10% | i | 19% | -42%[inhibitor]
C/C(=N\Nc1cc(C(F)(F)F)ccc1Cl)c1ccncc1 | -27% | 4% | ? | 0% | -13% | -5% | i | 25% | i
O=C(COC(=O)c1c2c(nc3ccccc13)/C(=C/c1cccc([N+](=O)[O-])c1)CCC2)NC1CCS(=O)(=O)C1 (stereo not given) | 18% | 1% | ? | -1% | 0% | · | i | 10% | -3%
Cc1cccc(OCC(=O)NCCNC(=O)c2cnccn2)c1 | -1% | -13% | 6% | -1% | 1% | 25% | i | -6% | 4%
Cc1ccc(/C=C/C(=O)O)cc1S(=O)(=O)N1CCCc2ccccc21 | -27% | -10% | 7% | 2% | -1% | 11% | i | ? | -7%
O=C(COC(=O)c1ccc2c(c1)OCCO2)NCc1ccccc1Cl | 8% | -2% | 14% | -12% | 1% | 9% | i | -15% | -15%
O=C(NCCSCc1ccccc1)c1cc(S(=O)(=O)N2CCOCC2)ccc1F | -23% | 1% | -11% | -11% | -1% | 25% | i | 1% | -61%[inhibitor]
COCCCNc1nc2c(S(=O)(=O)c3ccc(C)c(C)c3)nnn2c2ccc(Cl)cc12 | -7% | 3% | 23% | · | · | 15% | · | 16% | i
CCc1noc(C)c1C(=O)N1CCCC(C(=O)c2ccc(OC)c(F)c2)C1 (stereo not given) | -6% | 4% | 0% | 3% | 4% | · | i | 8% | -11%
Cc1cccc(Cc2nnc(CCC(=O)N(C)Cc3ccncc3C)o2)c1 | -9% | 13% | 6% | 2% | 0% | -6% | i | 12% | i

Structural class: those above with a CF3 group.
SMILES | Abeta yeast res | GLP1R cytotox | GLP1R inv ag | MmCpn inh | aSyn yeast inh | FUS yeast rescue | pAkt inh | TDP43 rescue | PTHR1 ag
O=C(NC1(O)C(=O)c2ccccc2C1=O)c1ccc(C(F)(F)F)cc1 | 3% | -11% | 9% | -3% | -5% | -4% | i | 1% | i
C/C(=N\Nc1cc(C(F)(F)F)ccc1Cl)c1ccncc1 | -27% | 4% | ? | 0% | -13% | -5% | i | 25% | i
